# G6PDH counter: counter-screen for G6PDH assay hits: L. mesenteroides G6PDH inhibition; Purified L. mesenteroides G6PDH, diaphorase/resazurin coupled fluorescence, 45 min; hit rate 0.12% among 200,000; AID 1020; inhibition, % at 5 µM; in the data active = inhibition above about 50%
# NF-kB neuron act: raises NF-kB expression in human neuronal cells; fold change at 12.5 µM; hit rate 1.6% among 190,000; NF-kB reporter expression; hits give high values; in the data active = fold change above about 3.3
# DTT redox prof: compounds producing H2O2 with reducing agent – biochemical, NIH compound library profiling, artefact control for MLSCN library redox annotation, primary screen; hit rate 0.03% among 200,000; activation, % at 10 µM; DTT-dependent redox cycling H2O2, phenol red/HRP absorbance; 100% = 100 µM peroxide control, 0% = buffer;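 active = activation of at least 50% relative to the plate's high and low controls in the primary single-dose screen; inactive = activation below 50%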;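 note: compound incubated with DTT at 0.8 mM final as the reducing agent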
# STAT1 act: STAT1 signaling activation. NIH 3T3 STAT1-luciferase reporter, IFN-gamma, luminescence; 100% = IFN-gamma alone, no compound. hit rate 2.6% among 200,000. AID 932. activation (% of control), % at 5.5 µM;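 active = activation above the screen-wide mean activation plus 3 SD, cut at about 130% in these data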;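 note: raw ratio to IFN-gamma control signal so 100% means no change and 0% no light; values of inactives mirror those of a sister screen read the other way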
# Hsp70 act: Hsp70 transcriptional activation, primary screen; hit rate 0.04% among 200,000; HeLa Hsp70 promoter luciferase reporter, luminescence; scaled: vehicle 0, proteasome-inhibitor control 100%; activation, % at 10 µM; AID 1203;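 active = activation above the mean across all tested compounds plus 3 SD, cutoff set per campaign, cut at about 5.5% in these data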;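 note: 100% = MG132 at 30 µM as the positive control and 0% = DMSO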
# FLuc inh counter: inhibits firefly luciferase, flagging false hits in luciferase inhibition screens | inhibition, % at 10 µM | P08659 | hit rate 1.5% among 200,000 | ATPLite firefly luciferase biochemical luminescence, 10 min;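 active = inhibition above about 50% when tested at 10 µM, limit read from the data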
# Target sequence (P08659 whole entry, looked up): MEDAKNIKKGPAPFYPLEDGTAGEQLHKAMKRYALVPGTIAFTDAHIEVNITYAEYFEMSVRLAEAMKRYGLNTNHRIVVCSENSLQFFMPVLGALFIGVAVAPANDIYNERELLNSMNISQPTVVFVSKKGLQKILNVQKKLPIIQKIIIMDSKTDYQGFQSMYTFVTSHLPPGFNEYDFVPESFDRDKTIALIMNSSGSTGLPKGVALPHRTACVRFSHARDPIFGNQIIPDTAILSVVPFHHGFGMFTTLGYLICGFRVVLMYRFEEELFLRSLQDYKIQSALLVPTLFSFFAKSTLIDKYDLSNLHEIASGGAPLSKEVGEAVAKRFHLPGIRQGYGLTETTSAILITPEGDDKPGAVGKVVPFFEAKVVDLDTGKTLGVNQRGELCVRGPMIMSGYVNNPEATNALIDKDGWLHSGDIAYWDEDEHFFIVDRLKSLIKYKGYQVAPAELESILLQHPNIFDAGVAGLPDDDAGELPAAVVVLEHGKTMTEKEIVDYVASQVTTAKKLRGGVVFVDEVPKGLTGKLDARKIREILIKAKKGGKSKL
# FLuc act counter: affects firefly luciferase, flagging false hits in luciferase stimulation screens | P08659 | ATPlite luciferase biochemical, luminescence, 10 min; 0 = ATP-free wells, 1 = DMSO control | activation factor at 10 µM | 200,000 tested, under 10 active | AID 1027;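 active = luciferase activation factor, scaled between plate controls, of at least 2 with compound at 10 µM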
#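 Material: Luciferase/luciferin reagent mix | Doses: Test compounds dosed from 2 mM stocks in 100% DMSO | Timing: 10 min incubation after luciferase reagent addition, room temperature | Measured by: Luminescence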
# APP transl inh: APP translation inhibition; SH-SY5Y APP 5'UTR-luciferase reporter, luminescence; inhibition, % at 2 µM; hit rate 0.82% among 190,000; AID 1285;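 active = inhibition above a set limit, derived from the sample mean plus 3 SD, cut at about 45% in these data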; note: values of inactives mirror those of a sister screen read the other way
# APP 5'UTR act: APP 5'UTR luciferase reporter activation; hit rate 1% among 190,000; activation, % at 2 µM; SH-SY5Y APP 5'UTR luciferase reporter, luminescence; zero percent = DMSO vehicle wells; AID 1276;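 active = activation above a set limit, based on mean plus 3 SD of controls, cut at about 140% in these data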; note: values of inactives mirror those of a sister screen read the other way
# Efa HMGR inh: inhibitors of class II HMG-CoA reductase from Enterococcus faecalis. inhibition, % at 10 µM. purified E. faecalis HMGR, NADPH absorbance 340 nm kinetic. hit rate 0.41% among 190,000. AID 1066;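 active = inhibition above a set limit, the median over all tested compounds plus 3 SD, cut at about 9.5% in these data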;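 note: enzyme runs in reverse so mevalonate oxidation gives rising NADPH absorbance; 0% = complete reaction with DMSO and 100% = background rate lacking mevalonate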
# The depositor's hits bear a star; . = not tested or not shown. The order is random; about 5.3% have a hit in one of these screens.
SMILES,G6PDH counter,NF-kB neuron act,DTT redox prof,STAT1 act,Hsp70 act,FLuc inh counter,FLuc act counter,APP transl inh,APP 5'UTR act,Efa HMGR inh
CCOC(=O)C1CCCN(C(=S)Nc2cc(C)cc(C)c2)C1 (configuration not stated),-4,1,0.1,96,-0.1,-6,1.1,-3,3,-8
CC(C)C(C(=O)Nc1cccnc1)N1C(=O)c2ccccc2C1=O (configuration not stated),2,1.1,-2.0,106,-0.3,-7,1.1,13,-13,2
Clc1cccc(-c2nc3nc4ccccc4nc3n2Cc2ccccc2)c1,1,1.1,0.7,102,-0.3,-3,1,-12,12,-5
O=C(/C=C/c1cccc([N+](=O)[O-])c1)NCc1ccc2c(c1)OCO2,8,1.1,-0.5,95,-0.1,-4,1,-2,2,-3
COCCN(C(=S)Nc1ccc(OC)c(Cl)c1)C1CCN(C(C)C)CC1,5,1.1,-0.4,98,0.0,-11,1.1,5,-5,2
CSc1ncc(C(=O)O)c(C)n1,-2,1.2,1.7,104,0.2,-3,1,-1,1,-5
Clc1ccc(Cn2ncc3c(NCc4ccccc4)ncnc32)cc1,0,1.1,0.0,103,-0.3,-4,1,23,-23,-7
CC1(C)Cc2cccc(OCC(=O)Nc3cccnc3)c2O1,8,0.89,0.3,98,-0.1,-3,1,-5,5,-1
COc1ccc(-c2csc(N(Cc3ccccc3)C(=O)COc3ccc(Cl)cc3)n2)cc1,-3,1.1,-2.2,105,-0.3,-8,1.1,-1,1,-6
COc1ccc(S(=O)(=O)N2CCC(C(=O)Nc3cccc(C(C)=O)c3)CC2)cc1C,6,0.68,0.2,93,-0.2,-7,1.1,-5,5,-2
Cc1c(C(=O)N2CCN(c3ccccc3)CC2)sc2ncnc(N3CCC(C)CC3)c12,-24,0.91,-8.6,102,-0.1,-7,1.1,15,-15,1
CCOc1ccc(N(CC(=O)NCCC2=CCCCC2)S(=O)(=O)c2ccccc2)cc1,14,1.3,0.9,107,0.0,-7,1.1,13,-13,3
CCOP(=O)(OCC)C(NC(=O)/C=C/c1ccc(OC)cc1)c1ccccc1 (configuration not stated),12,1.1,-0.2,96,-0.1,-7,1.1,-6,6,0
Cc1nc2ccccc2nc1OCC(=O)Nc1cc(C(F)(F)F)ccc1N1CCOCC1,6,1,0.9,104,0.1,0,1,-9,9,2
COC(=O)CNC(c1ccccc1)c1cc(Br)ccc1NC(=O)CCN1CCOCC1 (configuration not stated),30,1.1,-0.6,95,0.0,-4,1,10,-10,-2
CCCCNC(=O)c1ccc(/C=C2\Oc3ccccc3N(C)C2=O)cc1,3,1.2,-0.1,121,-0.2,-5,1.1,-19,19,-1
O=C(Nc1nccs1)c1cccc(S(=O)(=O)N2CCOCC2)c1,.,0.94,-0.7,104,-0.1,.,.,-6,6,-8
CN(Cc1ccccc1)Cc1nc2c(c(=O)n(C)c(=O)n2C)n1CCc1ccccc1,.,.,0.8,95,0.5,.,.,-1,1,.
COC(=O)C(NC(=O)c1ccco1)(Nc1nc(C)cs1)C(F)(F)F (configuration not stated),10,1,-2.3,105,-0.3,-2,1,-16,16,-6
O=S(=O)(c1ccccc1)N1CCN(c2ncnc3sc(-c4ccccc4)cc23)CC1,-2,0.75,2.1,106,-0.5,0,1,0,0,-3
COC(=O)c1ccc(S(=O)(=O)N2CCCC2)o1,7,1.3,2.2,102,-0.3,-5,1.1,-9,9,-1
COc1ccc(Cl)cc1-c1n[nH]c(=S)n1C,4,1.1,0.6,94,-0.3,2,1,9,-9,1
Cc1cccc(NC(=O)CN2C(=O)S/C(=C\C(=O)Nc3ccc(Cl)cc3)C2=O)c1,6,1.1,0.5,91,-0.2,-4,1,-11,11,-3
O=C(CSc1nc2ccsc2c(=O)n1Cc1ccccc1)NCc1ccco1,-9,1,-1.4,97,-0.3,-3,1,-14,14,-7
Fc1ccc(-c2nnc(NC3=NCCCCC3)o2)cc1,9,0.65,-1.0,38,-0.6,87*,0.1,-45,45,-3
Cc1cc(=O)[nH]c(SCC(=O)Nc2ccc3c(c2)OCCO3)n1,6,1.1,0.5,92,-0.2,-4,1,5,-5,-8
CCOC(=O)N/N=C(C)/C=C/c1ccccc1,4,1.6,1.3,101,-0.4,-1,1,-16,16,-4
Cc1cc(C(=O)NNC2CC(=O)N(c3ccc4ccccc4c3)C2=O)c(C)o1 (configuration not stated),6,1.2,-1.9,101,-0.1,1,1,-3,3,-3
COC(=O)c1ccc(C(c2c(N)n(CC(C)C)c(=O)[nH]c2=O)N2CCN(c3ccccc3)CC2)cc1 (configuration not stated),-2,0.83,1.6,91,0.1,-2,1,-11,11,0
CCOc1ccccc1C(=O)NCC(=O)OCC(=O)NCCc1ccc(S(N)(=O)=O)cc1,12,1.1,-0.8,106,-0.1,0,1,-13,13,-5
COc1ccc(NC(=S)NCc2cccn2C)cc1,9,1.3,0.0,103,-0.2,1,1,10,-10,-15
CC(C)OC(=O)C1C(=O)CC(C)(O)C(C(=O)OC(C)C)C1c1cccnc1 (configuration not stated),-5,1.5,-0.5,101,0.2,-2,1,-7,7,-3
CC1(C)CC2CC(C)(CN2C(=O)c2cccs2)C1 (configuration not stated),15,0.98,0.5,100,0.2,6,0.9,-12,12,-2
S=c1[nH]nc(COc2ccccc2)n1/N=C/c1ccco1,4,1.1,-0.5,107,-0.4,-1,1,-9,9,5
CCOC(=O)N1CCN(C(=O)c2sc3nc(-c4ccc(F)cc4)cn3c2C)CC1,7,1.1,-0.7,92,0.0,-3,1,2,-2,-7
CCOC(=O)CSc1nnc(CCCCCN2C(=O)c3cccc4cccc(c34)C2=O)o1,1,0.87,0.1,98,-0.3,-8,1.1,6,-6,-1
CCCCn1nnnc1SCC(=O)NNC(=O)c1ccco1,4,0.95,-0.4,107,-0.2,-2,1,8,-8,-5
CCN1CCN(c2cc(C)c3cc(NC(=O)c4ccc5c(c4)OCO5)ccc3n2)CC1,-64,0.8,-0.3,102,0.1,2,1,-18,19,3
CCOCC(=O)Nc1cc([N+](=O)[O-])ccc1OC,6,1.2,-0.1,96,0.0,-6,1.1,7,-7,3
O=C(CSc1nc2c(cnn2-c2ccc(F)cc2)c(=O)[nH]1)N1CCOCC1,1,1,-1.2,99,-0.4,-8,1.1,15,-15,-6
Cc1cc(=O)oc2ccc(OC(=O)CC(C)C)cc12,-4,1.1,7.1,104,0.1,-7,1.1,-2,2,0
CC(=O)N(CCc1ccccc1C)Cc1cc2cc3c(cc2[nH]c1=O)OCO3,-1,1.2,3.2,101,-0.3,8,0.9,6,-6,-5
O=C(CCl)Nc1cccc(Oc2ccccc2)c1,3,1.4,-0.3,96,-0.1,12,0.9,27,-27,1
Cc1cc(C)c(S(=O)(=O)N2CCCCCC2)cc1Br,6,0.95,0.6,97,0.3,-6,1.1,-8,8,-1
CC/C(=N\NC(C)=O)c1ccc(OC(F)F)cc1,4,1.1,0.5,100,-0.1,-2,1,8,-8,0
CCOc1ccc(N(CC)C(=O)COc2cc(=O)n(CC)c3ccccc23)cc1,5,1.1,-1.3,96,-0.3,-10,1.1,-11,11,2
COc1cccc(-n2c(SCC(=O)NCCc3ccccc3)nnc2-c2ccoc2C)c1,5,1,-0.2,109,0.2,-5,1,-10,10,-4
O=C(CCCN1C(=O)/C(=C/c2cccs2)SC1=S)NNC(=O)c1ccc(F)cc1,0,1.3,0.6,101,-0.2,-2,1,18,-18,-6
Cc1ccnc(N2CCC(C(=O)NNC(=O)COc3cccc4ccccc34)CC2)n1,13,1.4,0.3,104,-0.3,-2,1,-25,25,-6
COCc1c(Br)c(C)nc(OCC(=O)N/N=C/c2ccco2)c1C#N,4,0.86,-1.1,99,-0.1,0,1,13,-13,-5
COc1ccccc1-c1nc(S(=O)(=O)c2ccc(Cl)cc2)c(N(C)C)o1,3,1.1,0.0,102,-0.2,-7,1.1,8,-8,-1
O=C(Cn1cnc2c(nnn2Cc2ccc(F)cc2)c1=O)NCc1ccc(F)cc1,-2,0.96,-0.6,100,-0.1,-3,1,-5,5,-2
CCOCCCNC(=O)c1ccccc1Br,0,1.2,1.3,95,0.2,-2,1,0,0,-6
O=C(CSc1nnc(Cc2cc(=O)[nH]c(=O)[nH]2)n1-c1ccccc1)NCC1CCCO1 (configuration not stated),0,1.2,0.8,98,-0.1,-6,1.1,-10,10,-5
CN(C)c1ccc(C(=S)N2CCCCC2)cc1Br,9,1.1,-0.3,101,0.1,0,1,-8,8,-3
CS(=O)(=O)N(CC(=O)NC1CCCCC1)c1cccc(F)c1,1,1.6,-0.1,106,-0.2,-4,1,-6,6,-7
CCOC(=O)c1sc(=N)n(-c2ccc(OC)cc2)c1C,2,1.6,3.4,124,-0.6,-5,1,-12,12,-4
COC(=O)c1cc(=O)c2c([N+](=O)[O-])ccc(OC)c2o1,1,1.1,-0.3,105,-0.4,-2,1,-4,4,1
COCCOC(=O)C1=C(C)N(Cc2ccccc2)C(=O)NC1c1ccc(OC)cc1 (configuration not stated),1,0.76,0.2,105,-0.3,-6,1.1,-8,8,-11
N#Cc1cc(Br)ccc1N=C1CCCN1c1ccccc1,13,1,0.2,96,-0.5,-2,1,12,-12,2

# Four of the compounds above, with two lines to a compound:
# Each structure is followed by: G6PDH counter	NF-kB neuron act	DTT redox prof	STAT1 act	Hsp70 act	FLuc inh counter	FLuc act counter	APP transl inh	APP 5'UTR act	Efa HMGR inh
CS(=O)(=O)N(CC(=O)NC1CCCCC1)c1cccc(F)c1
→ 1	1.6	-0.1	106	-0.2	-4	1	-6	6	-7
N#Cc1cc(Br)ccc1N=C1CCCN1c1ccccc1
→ 13	1	0.2	96	-0.5	-2	1	12	-12	2
O=C(CSc1nnc(Cc2cc(=O)[nH]c(=O)[nH]2)n1-c1ccccc1)NCC1CCCO1 (configuration not stated)
→ 0	1.2	0.8	98	-0.1	-6	1.1	-10	10	-5
O=C(Cn1cnc2c(nnn2Cc2ccc(F)cc2)c1=O)NCc1ccc(F)cc1
→ -2	0.96	-0.6	100	-0.1	-3	1	-5	5	-2

# Next part.
SMILES,G6PDH counter,NF-kB neuron act,DTT redox prof,STAT1 act,Hsp70 act,FLuc inh counter,FLuc act counter,APP transl inh,APP 5'UTR act,Efa HMGR inh
COc1ccc(NC(=O)Cn2nnc(C(=O)NCc3ccc4c(c3)OCO4)c2N)cc1,0,0.97,-0.2,96,0.1,-3,1,10,-10,-2
N#C/C(=C(\O)CCl)c1nnc2n1CCCCC2,-3,1.3,0.1,112,-0.4,-4,1,4,-4,-3
CCC(=O)NNC(=O)CCC(=O)Nc1ccccc1,5,1.1,-4.8,97,-0.1,-4,1,7,-7,2
Cn1nc(/C=C/c2ccccc2)ccc1=O,-5,1.9,-0.2,119,-0.1,32,0.7,14,-14,-3
Cc1c(C(=O)O)oc2ccc(S(=O)(=O)NCCC3=CCCCC3)cc12,2,1.2,-3.7,96,-0.3,3,1,-21,21,-1
CNC(=O)c1sc(Nc2cc(C)ccc2C)nc1C,11,1.2,-1.1,100,0.1,-4,1,17,-17,1
Cc1sc(NC(=O)CCCC(=O)O)c(C(N)=O)c1-c1ccccc1,1,.,-0.9,93,-0.4,5,0.9,49*,-49,1
O=C(CN(c1ccccc1)S(=O)(=O)c1ccccc1)NCCSCc1ccco1,8,0.89,2.0,102,-0.4,-8,1.1,11,-11,-1
O=C(CCC(=O)c1ccc(Br)cc1)Nc1cccc(C(F)(F)F)c1,11,1,1.9,104,-0.2,-6,1.1,-8,8,0
O=C(O)CCCN=CC1=C(O)CNC1=O,-11,1.5,-0.6,99,-0.1,-5,1.1,9,-9,0
O=C(C1CCCCC1)N(CCN1CCCC1)c1nc2ccccc2s1,4,1.5,2.1,114,-0.1,-7,1.1,-25,25,3
